E-sel inducer = E-selectin induction on HUVECs; P16581; HUVEC E-selectin immunofluorescence imaging; normalized: neutral wells 0, TNF-alpha wells 100; activation, % at 7.58 µM; 0.37% of 260,000 active; AID 686992;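 active = mean E-selectin-positive cell signal at least 10% of the positive control, reached in at least 60% of replicates, without over 20% cell loss; inconclusive = no rule given, readout overlaps actives, possibly toxicity-flagged; inactive = the rest, including those meeting only one limit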;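 note: in these data hits start at about 27%; measured in HUVEC primary endothelial cells; signal is the percent of cells scored E-selectin positive by PE staining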
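Test system: HUVEC | Signal: Immunofluorescence imaging | Read-out: Percent E-selectin-positive cells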
esBAF inh = blocks esBAF chromatin remodeling in mouse ES cells | 2% of 350,000 active | AID 602393 | reporter increase, % at 12.5 µM | Bmi1-luciferase knock-in reporter, 24 h; 100% = twice the neutral-well signal; in the data active = activation above about 40%; inconclusive = no clear call, values can overlap the other calls;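 note: 0% = median of the plate's neutral control wells and 100% = double that signal; a rise in the Bmi1 reporter signal indicates esBAF inhibition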
CASP6 VEID inh = caspase-6 (human) enzyme inhibition. P55212. purified caspase-6, Z-VEID-R110 cleavage fluorescence. inhibition, % at 12.5 µM. 0.53% of 350,000 active;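 active = mean inhibition across replicates at least about 35%, with every replicate also reaching that limit, limit read from the data; inconclusive = only one of the two criteria met; inactive = neither criterion met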;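 note: 0% = median of neutral control wells and 100% = no fluorescence left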
Target sequence (P55212 24-179 limits assumed): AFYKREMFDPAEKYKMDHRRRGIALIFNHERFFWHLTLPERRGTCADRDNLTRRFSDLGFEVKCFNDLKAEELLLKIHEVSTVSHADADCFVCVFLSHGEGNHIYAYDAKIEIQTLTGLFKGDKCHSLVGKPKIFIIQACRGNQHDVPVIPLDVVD
Target sequence (P55212 194-293 limits assumed): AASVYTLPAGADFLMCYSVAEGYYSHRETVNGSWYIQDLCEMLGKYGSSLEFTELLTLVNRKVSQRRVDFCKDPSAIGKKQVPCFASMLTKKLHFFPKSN
RAD54 branch = inhibitors of human RAD54 branch migration | Q92698 | 0.14% of 360,000 active | RAD54 Holliday junction branch migration, FAM/BHQ fluorescence | inhibition, % at 10.4 µM;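 active = mean normalized replicate activity at least 40 and at least half of replicates scoring 40 or more; inconclusive = only one of the two criteria met; inactive = mean below 40 and under half of replicates reaching 40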;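 note: 0% = median of neutral control wells and 100% = median of positive control wells; inhibitors cause a drop in the FAM fluorescence signal; in these data hits start at about 50%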
Target sequence (Q92698 whole entry, looked up): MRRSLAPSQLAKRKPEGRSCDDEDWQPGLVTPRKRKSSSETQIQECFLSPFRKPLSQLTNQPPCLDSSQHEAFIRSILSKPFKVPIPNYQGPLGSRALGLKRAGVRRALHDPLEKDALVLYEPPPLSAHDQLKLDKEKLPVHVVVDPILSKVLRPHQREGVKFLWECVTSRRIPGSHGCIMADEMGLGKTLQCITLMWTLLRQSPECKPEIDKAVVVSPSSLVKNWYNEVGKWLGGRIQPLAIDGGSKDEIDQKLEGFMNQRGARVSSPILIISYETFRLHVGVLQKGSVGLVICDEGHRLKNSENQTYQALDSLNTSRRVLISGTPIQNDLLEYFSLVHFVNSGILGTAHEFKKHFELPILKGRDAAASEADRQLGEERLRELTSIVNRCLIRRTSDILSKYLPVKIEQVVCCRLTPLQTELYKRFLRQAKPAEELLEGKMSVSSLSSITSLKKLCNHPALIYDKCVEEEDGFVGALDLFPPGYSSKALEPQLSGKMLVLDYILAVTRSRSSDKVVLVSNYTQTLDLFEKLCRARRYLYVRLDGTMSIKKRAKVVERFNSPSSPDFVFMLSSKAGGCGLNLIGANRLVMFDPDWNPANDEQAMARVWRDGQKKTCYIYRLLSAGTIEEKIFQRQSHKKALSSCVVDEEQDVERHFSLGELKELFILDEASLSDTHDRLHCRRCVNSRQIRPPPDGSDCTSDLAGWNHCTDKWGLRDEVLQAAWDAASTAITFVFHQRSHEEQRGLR
ERp5 inh = ERp5 (human) disulfide isomerase inhibition. Q15084. ERp5 insulin aggregation, absorbance 650 nm, 90 min. inhibition, % at 9.99 µM. 0.05% of 350,000 active. AID 651711;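 active = mean replicate inhibition above about 25%, with every replicate also reaching it, limit read from the data, passing the limit was not always enough; inconclusive = only one of those two criteria met; inactive = neither criterion met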
RAD52 inh = inhibitors of human RAD52 DNA annealing; P43351; recombinant RAD52 DNA annealing, FRET fluorescence; inhibition, % at 18.7 µM; 0.46% of 360,000 active;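 active = every replicate showing at least 50% inhibition; inconclusive = mean inhibition at least 50% but not in every replicate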
PglD DTNB = PglD (C. jejuni) enzyme inhibition. inhibition, % at 12.5 µM. purified PglD enzyme, DTNB colorimetric CoA detection. 0.098% of 360,000 active; in the data active = inhibition above about 16%, passing the limit was not always enough; inconclusive = no clear call, values can overlap the other calls; note: strong numbers were not always called active
ARNT TACC3 PPI = ARNT/TACC3 interaction disruption | Q9Y6A5 | AlphaScreen His-ARNT PAS-B/GST-TACC3 binding, luminescence; TACC3 fragment carries E629A point mutation | inhibition, % at 9.99 µM | 0.66% of 390,000 active | AID 623870;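 active = mean inhibition of replicates at least 50% and at least half of replicates each reaching 50%; inconclusive = half or more replicates reach 50% but mean below 50%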;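 note: 0% = complete ARNT plus TACC3 wells and 100% = ARNT alone without TACC3; many hits fall short of the cut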
Numbers without * were called inactive; u = inconclusive; x = no result given; & = joins results of further samples. Outcome played no part in choosing rows. About 3.2% of those tested had a hit in this group.

SMILES | E-sel inducer | esBAF inh | CASP6 VEID inh | RAD54 branch | ERp5 inh | RAD52 inh | PglD DTNB | ARNT TACC3 PPI
COC(=O)N1C(=O)[C@](Cc2ccccc2)(c2ccccc2)N1C(=O)OC | -0.8 | 4.7 | x | -3.3 | 5.9 | -1.6 | -3.0 | -0.3
COC(=O)c1ccc(/C=N/NC(=S)NC(C)C)cc1 | -1.5 | 9.1 | 2.6 | 4.4 | 5.6 | -1.3 | 4.3 | 2.9
O=C(NCc1ccc(Cl)cc1)c1noc2c1CCCCC2 | x | 31.9 | x | 5.9 | x | x | -0.6 | -19.4
CCOc1ccc(C(CC(=O)O)NC(=O)C(Sc2ccccc2)c2ccccc2)cc1 (centres undefined) | x | x | x | -6.5 | 2.6 | 2.1 | 4.1 | 0.4
C=CCN(CC=C)CC(O)Cn1c2ccccc2c2ccccc21 (centres undefined) | x | x | 0.3 | x | -2.1 | -2.6 | x | 2.2
COC(=O)c1ccccc1NC(=O)COC(=O)c1cccnc1 | x | -9.4 | x | -4.6 | x | x | -2.0 | -11.6
C/C=C/C(=O)Nc1ccc(N2CCN(c3ccc(C(F)(F)F)cn3)CC2)nc1 | x | x | -4.5 | x | -0.2 | -9.2 | x | -3.8
c1ccc(-c2nn3c(C4CCCCC4)nnc3s2)nc1 | x | -5.6 | x | -3.8 | x | x | 2.7 | -1.4
S=C(NCCN1CCOCC1)NC1CCCC1 | 0.1 | x | -3.5 | x | -3.2 | -4.2 | x | x
CCNC(=O)N1CCN(c2ccc(N3CCN(Cc4ccccc4)[C@@H](C)C3)c(C)c2)[C@H](C)C1 | -0.3 | x | 2.6 | x | 0.7 | -1.0 | x | x
CNC(=O)Nc1ccccc1C(=O)NCc1ccccc1 | x | 1.3 | x | 4.9 | x | x | -1.7 | -16.3
CC12CCC(C3NC(=S)NN=C31)C2(C)C (centres undefined) | 0.6 | -3.2 | -1.4 | 1.8 | 3.1 | -6.9 | 5.9 | -3.7
CCOC(=O)N1CCN(C2CC(=O)N(c3ccc(Oc4ccccc4)cc3)C2=O)CC1 (centres undefined) | x | -3.3 | x | -11.5 | x | x | 5.6 | -5.5
C[C@H]1CCCCO[C@@H](CN(C)S(=O)(=O)c2ccc(Cl)cc2)[C@@H](C)CN([C@@H](C)CO)C(=O)c2cc(NC(=O)NC3CCCCC3)ccc2O1 | 0.2 | -1.2 | -0.6 | -11.1 | 3.9 | -21.7 | 1.6 | 0.1
O=C(NN1CCOCC1)c1ccc(Cl)cc1[N+](=O)[O-] | 45.0* | x | -0.2 | -13.1 | 5.3 | -11.5 | 1.5 | -12.5
CC1(C)CC(N2CCCCC2)=CC(=[N+]2CCCCC2)C1 | -1.8 | -31.4 | -1.5 | 2.9 | 8.3 | -0.9 | -3.2 | -10.3
CCC(C)NS(=O)(=O)c1ccc(OC)c(Cl)c1Cl (centres undefined) | x | -7.6 | x | 4.5 | x | x | 0.0 | -3.0
Cc1noc(C)c1/C=N/Nc1ccc2ccccc2n1 | 2.4 | 9.2 | -0.1 | 5.5 | 1.4 | 13.8 | 1.4 | -1.9
CC(C)Cn1c(SCC(=O)NC2CC2)nc2ccccc21 | 1.2 | -3.2 | 0.7 | 1.6 | 6.5 | -12.8 | 1.0 | x
Cc1coc2c1c(C)cc1oc(=O)c(CC(=O)NCCCN3CCCC3=O)c(C)c12 | x | 5.8 | -0.9 | 3.9 | -2.8 | -5.1 | 0.9 | -3.0
Cc1noc(C)c1NC(=O)N[C@@H]1CC[C@H](CC(=O)NCCCN(C)C)O[C@H]1CO | -0.2 | -3.5 | -1.6 | -0.5 | -2.3 | 2.9 | -1.5 | -43.8
CC1CN(C(=O)CSc2nnc(-c3ccc(Cl)cc3)n2C)CC(C)O1 (centres undefined) | x | 8.1 | x | 5.0 | x | x | 0.2 | -5.8
CS(=O)(=O)c1ccc(NS(=O)(=O)c2ccc(Cl)c(C(=O)NC3=NCCS3)c2)cc1 | 1.2 | 3.3 | 0.7 | 4.3 | -1.7 | -10.1 | -0.1 | -1.5
COc1ccc(NC(=O)Cn2cc(C(=O)C3CC3)c3ccccc32)cc1 | x | 0.3 | -4.1 | 4.0 | 3.6 | -14.0 | 4.1 | 1.8
COc1ccccc1NC(=O)N1CCN(c2ccc3nnc(-c4ccc(F)cc4)n3n2)CC1 | 0.1 | x | -3.1 | x | 0.8 | -5.6 | x | -16.0
SMILES | E-sel inducer | esBAF inh | CASP6 VEID inh | RAD54 branch | ERp5 inh | RAD52 inh | PglD DTNB | ARNT TACC3 PPI
COc1cc2ccccc2cc1C(=O)Nc1sc2c(c1C(N)=O)CCN(C(C)C)C2 | 1.6 | -33.7 | -74.3 | 81.4* | 0.4 | -16.0 | -1.8 | -4.0
COc1ccc([C@H]2N[C@]3(CCCN(Cc4ccco4)C3=O)[C@H]3C(=O)N(C)C(=O)[C@@H]23)cc1 | -0.1 | -0.1 | 6.1 | 2.3 | -6.7 | -25.5 | -0.2 | x
C[C@@H]1CCCCO[C@@H](CN(C)C(=O)c2ccncc2)[C@@H](C)CN([C@@H](C)CO)C(=O)c2cc(NC(=O)NC3CCCCC3)ccc2O1 | 0.0 | -4.7 | x | -4.6 | x | x | 4.4 | -3.6
CCCN(C(=O)CSc1nnc(-c2ccc3c(c2)OCO3)o1)C1CCS(=O)(=O)C1 (centres undefined) | x | 5.8 | -6.0 | -1.9 | 1.3 | -57.4 | -2.7 | x
CN1C(N)=NC(=O)/C1=C\c1ccc(Br)cc1 | -0.2 | 15.6 | 0.0 | 2.4 | -1.9 | -13.8 | 3.4 | 6.4
CCc1cc(C(c2ccccn2)N2CCN(C)CC2)c(NC(=O)c2ccccc2)s1 (centres undefined) | -1.4 | x | -4.5 | x | 4.2 | -5.4 | x | 5.1
CCC(C)NC(=O)c1cc2c(=O)n3cccc(C)c3nc2s1 (centres undefined) | x | 15.5 | 3.9 | -0.5 | 0.5 | -1.5 | -5.2 | 8.5
OCC[C@@H]1C[C@H](O)[C@@H](O)[C@@]2(CCc3ccccc3CO2)O1 | -0.2 | -12.8 | x | -0.4 | -9.3 | -11.3 | 1.0 | 7.0
O=C(COC(=O)C1CCN(c2ccc(C(F)(F)F)cn2)CC1)Nc1ccc(Cl)cn1 | 0.3 | -2.7 | -1.2 | -1.0 | 9.2 | -17.4 | 0.4 | 20.0
Cc1ccc(C(=O)C2CCN(CC(=O)Nc3nc(C)cs3)CC2)cc1 | x | -3.1 | 0.5 | -4.4 | -3.3 | -18.3 | 0.2 | 1.8
CN(C)/C=C(\C=O)c1onc(-c2ccccc2Cl)c1C#N | 1.5 | x | 1.5 | x | -0.4 | -65.9 | x | -5.0
CC(C)OC(=O)c1ccc(NC(=O)c2ccco2)cc1 | x | 60.6* | x | -9.4 | x | x | 7.6 | 4.3
C[C@H](CO)N1C[C@H](C)[C@H](CN(C)S(C)(=O)=O)Oc2ncc(/C=C/c3ccccc3)cc2C1=O | -2.2 | -6.6&-1.2 | 0.0&-0.2 | 0.9&-1.8 | 3.7&7.4 | 1.4&8.3 | -0.6&0.7 | -6.2&-8.1
CCC(=O)Nc1ccc(C=C(C(C)=O)C(C)=O)cc1 | -0.1 | 9.7 | -6.1 | -16.2 | 4.9 | -2.5 | -4.8 | -28.5
CC(C)c1ccc(NC(=O)CSc2nc(-c3ccccc3F)nc3nc[nH]c23)cc1 | x | x | -1.8 | x | -1.0 | -34.7 | x | -3.2
COCC(=O)N1CC[C@@H]2[C@H](CO)Nc3ccc(C#Cc4ccc(OC)cc4)cc3[C@@H]21 | 1.6 | -3.1 | -4.9 | 1.5 | -1.7 | -13.8 | -0.7 | 16.8
COc1ccc(CN(C)C[C@@H]2Oc3c(NC(=O)C4CCCCC4)cccc3C(=O)N([C@H](C)CO)C[C@@H]2C)cc1 | -0.3 | -1.4 | -3.1 | -2.3 | 0.1 | 6.6 | 3.2 | 3.8
CC(=O)c1cccc(NC(=O)CCN2C(=O)C3C4CCC(C4)C3C2=O)c1 (centres undefined) | -0.2 | 2.6 | -2.7 | 7.3 | -16.0 | -15.4 | -0.5 | -9.3
CCC(=O)Nc1ccc(NC(=O)CSc2nnnn2-c2ccc3c(c2)OCCO3)cc1 | u | x | -1.0 | x | 0.0 | -7.9 | x | x
CC(C)(C)OC(=O)NCCCC[C@@H](C(=O)NCCCCCCCCCCC(=O)N1CCN(C(=O)OC(C)(C)C)CC1)n1cc(CCO)nn1 | 0.0 | 16.2 | -2.8 | 10.2 | -5.2 | -8.2 | 1.2 | -6.9
CCOC(=O)CSc1nc(C(C)C)nc2sc(C)c(C)c12 | x | x | 2.5 | x | 2.8 | -6.3 | x | -48.4
Cc1ccccc1-c1nc(CS(=O)CC(=O)NCc2ccccn2)c(C)o1 (centres undefined) | 0.2 | -2.2 | 3.0 | -10.8 | 5.7 | -15.5 | -0.4 | 7.7
Clc1ccccc1Cn1nnc2c(NCC3CC3)ncnc21 | x | 2.9 | x | -4.3 | x | x | 1.3 | -1.7
S=C(NCCCc1ccccc1)NC1CCCCC1 | 1.7 | 15.8 | 2.8 | 7.2 | 7.2 | -11.9 | -1.0 | x
C[C@@H]1CCCCO[C@@H](CN(C)Cc2ccccc2)[C@H](C)CN([C@H](C)CO)C(=O)c2cc(NS(=O)(=O)c3ccc(F)cc3)ccc2O1 | x | 9.4 | -1.1 | 2.8 | 2.1 | 29.6 | 3.1 | 6.3

Quoted from the listing.
For ARNT TACC3 PPI, CC(C)OC(=O)c1ccc(NC(=O)c2ccco2)cc1 shows 4.3
For RAD52 inh, COc1cc2ccccc2cc1C(=O)Nc1sc2c(c1C(N)=O)CCN(C(C)C)C2 shows -16.0

(listing goes on)
SMILES | E-sel inducer | esBAF inh | CASP6 VEID inh | RAD54 branch | ERp5 inh | RAD52 inh | PglD DTNB | ARNT TACC3 PPI
COc1cc(OC)c(OC)cc1CNC(=O)CCN1C(=O)c2cccc([N+](=O)[O-])c2C1=O | 0.0 | -3.0 | 0.7 | -3.3 | 0.7 | 7.6 | 0.1 | 0.9
Cn1c(SCc2cccc(Br)c2)nc2ccccc2c1=O | x | -0.5 | -1.1 | -1.9 | -3.1 | -14.6 | 1.0 | -5.6
O=C(/C=C/[C@H]1O[C@@H](n2cnc3c(NC(=O)c4ccccc4)ncnc32)[C@H](O)[C@@H]1O)NCC1CCCCC1 | -0.1 | 4.3 | 1.9 | -10.4 | -4.7 | 5.5 | -1.5 | x
C=CCOc1cccn2c(N(C=O)Cc3ccccc3)c(CC)nc12 | 0.1 | -3.0 | 36.8* | -17.5 | 1.8 | -70.2 | 4.6 | x
COc1ccccc1Nc1nc(-c2sc(NC(=O)c3ccccc3)nc2C)cs1 | 0.3 | 15.9 | 0.8 | 1.9 | 3.5 | -24.2 | 3.3 | 14.6
C[C@H]1CN([C@@H](C)CO)C(=O)c2ccccc2-c2ccccc2CO[C@H]1CN(C)Cc1ccc(O)cc1 | -0.4 | 0.3 | -0.9 | 5.7 | 8.2 | 8.3 | 0.0 | 5.7
C#CCN1C(=O)C(O)(CC(=O)/C=C/C=C/c2ccccc2)c2ccccc21 (centres undefined) | 0.6 | x | 2.9 | x | 1.9 | -58.0 | x | -2.4
COCCCNC(=O)C(=O)NC1CCCCC1C (centres undefined) | x | x | 2.5 | x | 4.8 | -0.1 | x | -7.3
O=C(Nc1ccc2c(c1)OCCO2)C(c1ccc(C(F)(F)F)cc1)n1c(=O)c(-c2cc3ccccc3[nH]2)nc2ccccc21 (centres undefined) | 0.9 | x | -1.0 | x | 1.3 | -23.0 | x | x
O=C(Nc1ncccc1O)c1ccc(Cl)c(S(=O)(=O)N2CCCCC2)c1 | x | -0.8 | -1.0 | x | 4.7 | -2.2 | x | 7.0

Screening data as filed in PubChem.
